NadD block = blocks S. aureus nicotinate mononucleotide adenylyltransferase; purified NadD enzyme, colorimetric absorbance read-out; inhibition, % at 20 µM; AID 602399; hit rate 0.78% among 360,000; in the data active means inhibition above about 26%; further: some compounds past the cut are filed as inactive
CSN inh = CSN deneddylation inhibition. Q92905. Purified CSN, SCF-Nedd8-OG deneddylation, fluorescence polarization. inhibition, % at 12.5 µM. hit rate 0.38% among 360,000;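 active means pattern-corrected inhibition above about 35%, with an unprinted fluorescence ratio check between 0.5 and 1.5, limit read from the data, passing the limit was not always enough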;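 further: 0% = enzyme with substrate and 100% = substrate without enzyme; some results filed as inactive read as strong as hits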
Target sequence (Q92905 whole entry, looked up, one chain of several): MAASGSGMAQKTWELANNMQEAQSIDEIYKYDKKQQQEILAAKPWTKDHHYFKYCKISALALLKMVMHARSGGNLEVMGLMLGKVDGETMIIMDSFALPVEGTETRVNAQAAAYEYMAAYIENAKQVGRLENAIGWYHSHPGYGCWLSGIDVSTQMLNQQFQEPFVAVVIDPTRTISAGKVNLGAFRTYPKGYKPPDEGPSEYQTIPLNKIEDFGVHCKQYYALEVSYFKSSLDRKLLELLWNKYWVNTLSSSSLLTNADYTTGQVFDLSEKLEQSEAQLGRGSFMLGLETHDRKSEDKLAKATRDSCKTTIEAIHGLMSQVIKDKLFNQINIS
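test system = HEK293T-derived human Csn5 enzyme | amount = 0.24 nM Csn5 enzyme, final concentration | medium = Tris/NaCl/DTT buffer, pH 7.5 | schedule = 90 min reaction at room temperature | signal = FP | evaluation = inhibition of Csn5 cleavage, % | compound dosing = single dose of 12.5 µM compound with 0.25% DMSO | probe or stimulus = 10 nM SCFSkp2-Nedd8OG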
SUMO1-SIM PPI = SUMO1-SIM interaction modulation | SUMO1 binding to a labelled peptide, TR-FRET, 1 h | inhibition, % at 20 µM | hit rate 0.33% among 360,000 | AID 602429; in the data active means inhibition above about 37%
LMPTP block = LMPTP (human) inhibition | P24666 | recombinant LMPTP-A, OMFP fluorogenic substrate, fluorescence intensity | inhibition, % at 20 µM | hit rate 0.22% among 360,000;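 active means compounds that cut the enzyme signal by at least half of the control window in the single-dose screen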;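 further: plate controls were DMSO wells with enzyme plus substrate for no effect and substrate without enzyme for full effect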
Target sequence (P24666 whole entry, looked up): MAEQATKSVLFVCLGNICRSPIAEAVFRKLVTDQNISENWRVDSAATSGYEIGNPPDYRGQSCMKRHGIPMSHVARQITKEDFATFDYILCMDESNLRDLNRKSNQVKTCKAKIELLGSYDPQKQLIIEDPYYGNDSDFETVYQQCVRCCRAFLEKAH
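test system = LMPTP-A | amount = 0.625 nM LMPTP-A final | reagent = fluorogenic phosphatase substrate OMFP at 400 µM final | incubation = 50 min at room temperature | benchmarks = no-enzyme low control, uninhibited high control | medium = Bis-Tris pH 6.0, DTT, detergent | signal = fluorescence intensity of OMFP turnover product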
STEP block = blocks human striatal-enriched tyrosine phosphatase | P54829 | recombinant STEP, OMFP fluorogenic substrate, fluorescence | inhibition, % at 20 µM | hit rate 0.25% among 360,000;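 active means inhibition at 20 µM, scaled per plate between control wells, above about 37%, limit read from the data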;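 further: 0% = DMSO with enzyme and substrate and 100% = substrate only without enzyme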
Target sequence (P54829 whole entry, looked up): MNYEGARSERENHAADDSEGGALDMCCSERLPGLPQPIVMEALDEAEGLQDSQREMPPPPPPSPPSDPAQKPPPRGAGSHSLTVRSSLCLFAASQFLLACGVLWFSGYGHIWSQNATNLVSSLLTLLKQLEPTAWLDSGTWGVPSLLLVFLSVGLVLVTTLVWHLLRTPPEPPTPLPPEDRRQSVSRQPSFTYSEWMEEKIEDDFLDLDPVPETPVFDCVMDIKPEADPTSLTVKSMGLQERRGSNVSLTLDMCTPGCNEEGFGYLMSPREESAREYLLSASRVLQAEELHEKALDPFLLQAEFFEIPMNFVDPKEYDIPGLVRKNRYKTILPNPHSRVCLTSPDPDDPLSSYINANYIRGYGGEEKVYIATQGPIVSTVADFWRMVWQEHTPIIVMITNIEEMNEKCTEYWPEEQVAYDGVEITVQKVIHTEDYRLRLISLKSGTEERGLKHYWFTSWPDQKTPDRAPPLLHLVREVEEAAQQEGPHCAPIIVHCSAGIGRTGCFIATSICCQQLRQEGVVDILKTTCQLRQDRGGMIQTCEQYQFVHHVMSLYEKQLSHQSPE
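System: STEP phosphatase, cell-free reaction; Buffer or medium: Bis-Tris pH 6.0 buffer with DTT, detergent; Incubation: 20 min at room temperature, dark; Measured by: fluorescence, 480/540 nm.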
Rpn11 inh = Rpn11 (human) deubiquitinase inhibition. O00487. human 26S proteasome, Ub4-pepOG fluorescence polarization; 20S core pre-blocked with epoxomicin. calls only at 20 µM. hit rate 0.59% among 360,000. AID 588493;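 active means inhibition at 20 µM, scaled to each plate's controls, above about 33%, limit read from the data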
Scp1 inh = inhibitors of human Scp-1 phosphatase; Q9GZU7; hit rate 0.88% among 340,000; inhibition, % at 20 µM; Recombinant Scp1, phosphopeptide, malachite green phosphate absorbance;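 active means inhibition above about 50% at 20 µM, limit read from the data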;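 further: plate controls were DMSO wells with enzyme for no effect and wells lacking enzyme for full effect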
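Test system: SCP-1 catalytic domain; Buffer or medium: Acidic Tris acetate buffer with magnesium and detergent; Also added: Phosphorylated 17-residue peptide substrate; Compound: single 20 µM dose, 1% DMSO; Schedule: enzyme reaction 45 min at room temperature, colour 5 min, stabilisation 30 min; Signal: Phosphate-binding colour reagent, absorbance read at 630 nm.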
Tb MetRS inh = Trypanosoma brucei MetRS inhibition; hit rate 0.4% among 360,000; purified T. brucei MetRS, ATP depletion, Kinase-Glo luminescence; inhibition, % at 11.9 µM;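 active means inhibition above a per-plate cutoff of the control wells' mean inhibition plus 3 SD, cut at about 5.5% in these data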;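 further: 0% = DMSO wells median and 100% = median of wells with control inhibitor compound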
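Measured by: Kinase-Glo luciferase luminescence reporting remaining unconsumed ATP. Material: purified T. brucei MetRS enzyme. Doses: 11.9 µM compound single dose, 0.9% DMSO. Medium: HEPES buffer containing pyrophosphatase, BSA, spermine, DTT. Times: 15 min preincubation, 2 h reaction, all 25 °C. Reagent: methionine, ATP and bulk E. coli tRNA.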
DNMT1 block = blocks human DNA methyltransferase DNMT1; DNMT1 molecular beacon, Hinp1I cleavage, fluorescence; inhibition (reported as % activation of signal), % at 10 µM; hit rate 0.83% among 360,000; AID 588458; in the data active means inhibition above about 50%
PABP1 MLLE inh = inhibitors of microRNA-mediated deadenylation, human PABP1 MLLE binding; GST-MLLE / FITC-PAM2 fluorescence polarization; inhibition, % at 20 µM; hit rate 0.36% among 360,000; in the data active means inhibition above about 35%, passing the limit was not always enough;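 further: plate controls were DMSO wells with GST-MLLE for no effect and wells lacking GST-MLLE protein for full effect; some results filed as inactive read as strong as hits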
* hit, by the source's call.

`O=C(CNS(=O)(=O)c1ccc(Cl)c(C(F)(F)F)c1)NC1CCCCCC1` gave NadD block -3.0, CSN inh -5.2, SUMO1-SIM PPI 4.9, LMPTP block -0.8, STEP block 0.4, Rpn11 inh inactive, Scp1 inh -7.2, Tb MetRS inh -0.2, DNMT1 block 2.5 and PABP1 MLLE inh 1.0.
`O=C(O)c1cccc(CN2C(=O)S/C(=C/c3ccccc3[N+](=O)[O-])C2=O)c1` gave NadD block -7.1, CSN inh 3.1, SUMO1-SIM PPI 2.1, LMPTP block -0.5, STEP block 3.9, Rpn11 inh inactive, Scp1 inh -8.4, Tb MetRS inh -0.1, DNMT1 block -5.8 and PABP1 MLLE inh -17.1.
Screening O=c1cc(O)c2sc(Nc3cccc(C(F)(F)F)c3)nc2[nH]1 returned NadD block 9.3, CSN inh -12.2, SUMO1-SIM PPI 4.3, LMPTP block -6.0, STEP block -0.4, Rpn11 inh inactive, Scp1 inh 0.3, Tb MetRS inh -1.1, DNMT1 block -0.2 and PABP1 MLLE inh 13.7.
Cc1ccc(S(=O)(=O)NC(=O)Nc2ncc3c(n2)CC(c2ccco2)CC3=O)cc1 (stereo not drawn) was read as NadD block 9.4, CSN inh -2.3, SUMO1-SIM PPI 2.1, LMPTP block 37.8, STEP block 0.4, Rpn11 inh inactive, Scp1 inh 3.8, Tb MetRS inh -0.3, DNMT1 block 29.4 and PABP1 MLLE inh 0.8.
Screening CCOC(=O)c1[nH]c(C)c(C(=O)OCCOc2cccc(C)c2)c1C returned NadD block -4.9, CSN inh -7.8, SUMO1-SIM PPI -2.8, LMPTP block -1.0, STEP block -1.9, Rpn11 inh inactive, Scp1 inh 4.4, Tb MetRS inh -0.7, DNMT1 block 8.4 and PABP1 MLLE inh 6.5.
Screening O=C1/C(=C/c2ccccc2O)SC(=S)N1Cc1cccnc1 returned NadD block 6.4, CSN inh 9.2, SUMO1-SIM PPI 0.9, LMPTP block -0.3, STEP block 6.6, Rpn11 inh inactive, Scp1 inh -1.7, Tb MetRS inh 0.3, DNMT1 block -4.0 and PABP1 MLLE inh 28.3.
`CN(Cc1cccc(C(F)(F)F)c1)C(=O)[C@H]1O[C@@H](n2ccc(N)nc2=O)[C@H](O)[C@@H]1O` gave NadD block -3.2, CSN inh 1.6, SUMO1-SIM PPI 0.7, LMPTP block 0.0, STEP block 1.2, Rpn11 inh inactive, Tb MetRS inh 0.3, DNMT1 block 2.1 and PABP1 MLLE inh 8.7.
For Cc1ccc2c(c1)c1cccc3c1n2CCN3CCC(N)=O the results were NadD block 21.6, CSN inh 6.0, SUMO1-SIM PPI -2.3, LMPTP block 1.2, STEP block -13.1, Rpn11 inh inactive, Scp1 inh -7.4, Tb MetRS inh -0.8, DNMT1 block -48.3 and PABP1 MLLE inh -30.9.
For Cc1noc(C)c1COc1cccc(C(=O)N2CCc3ccccc32)c1 the results were NadD block -7.7, CSN inh 5.8, SUMO1-SIM PPI 2.0, LMPTP block -0.8, STEP block 3.3, Rpn11 inh inactive, Scp1 inh -5.2, Tb MetRS inh 0.1, DNMT1 block -1.6 and PABP1 MLLE inh 2.9.
`Cc1nc2sc(C(c3ccco3)N3CCc4ccccc4C3)c(O)n2n1` (stereo not drawn) gave NadD block 0.0, CSN inh 15.0, SUMO1-SIM PPI -9.9, LMPTP block -0.2, STEP block -0.1, Rpn11 inh inactive, Scp1 inh 7.5, Tb MetRS inh 0.1, DNMT1 block 0.4 and PABP1 MLLE inh 6.0.
For Cc1ccc([C@@H]2CC(=O)[C@@H]3CN(S(=O)(=O)c4ccccc4C)[C@H](c4ccc(Cl)cc4)C[C@@H]3N2S(=O)(=O)c2ccc(C)cc2)cc1 the results were NadD block 20.5, CSN inh -5.4, SUMO1-SIM PPI -5.4, LMPTP block 0.3, STEP block -0.3, Rpn11 inh inactive, Tb MetRS inh -1.0, DNMT1 block 5.6 and PABP1 MLLE inh -6.4.
Screening COc1ccc(CCNC(=S)NC2CCN(Cc3ccccc3)CC2)cc1OC returned NadD block -1.0, CSN inh -3.4, SUMO1-SIM PPI 0.7, LMPTP block -0.8, STEP block -3.1, Rpn11 inh inactive, Scp1 inh -8.7, Tb MetRS inh 0.3, DNMT1 block -0.1 and PABP1 MLLE inh -13.6.

Random excerpt: 2 entries already listed, in no set order.
For Cc1ccc([C@@H]2CC(=O)[C@@H]3CN(S(=O)(=O)c4ccccc4C)[C@H](c4ccc(Cl)cc4)C[C@@H]3N2S(=O)(=O)c2ccc(C)cc2)cc1 the results were NadD block 20.5, CSN inh -5.4, SUMO1-SIM PPI -5.4, LMPTP block 0.3, STEP block -0.3, Rpn11 inh inactive, Tb MetRS inh -1.0, DNMT1 block 5.6 and PABP1 MLLE inh -6.4.
`Cc1nc2sc(C(c3ccco3)N3CCc4ccccc4C3)c(O)n2n1` (stereo not drawn) gave NadD block 0.0, CSN inh 15.0, SUMO1-SIM PPI -9.9, LMPTP block -0.2, STEP block -0.1, Rpn11 inh inactive, Scp1 inh 7.5, Tb MetRS inh 0.1, DNMT1 block 0.4 and PABP1 MLLE inh 6.0.

Later entries:
COc1ccc(CNCCS(=O)(=O)NCc2ccccc2)cc1 was read as NadD block -3.5, CSN inh 1.4, SUMO1-SIM PPI -0.2, LMPTP block -0.3, STEP block -2.6, Rpn11 inh inactive, Scp1 inh -13.8, Tb MetRS inh -0.5, DNMT1 block 3.8 and PABP1 MLLE inh -0.6.
For O=C(Cn1c(-c2ccccn2)nc2ccccc21)NCCN1CCOCC1 the results were NadD block 0.4, CSN inh -0.5, SUMO1-SIM PPI -2.8, LMPTP block -2.3, STEP block -4.2, Rpn11 inh inactive, Scp1 inh -2.2, Tb MetRS inh -0.8, DNMT1 block 0.9 and PABP1 MLLE inh -7.5.
For CC(C)(C)c1ccc(C(=O)Nc2ccc(CC(=O)O)cc2)o1 the results were NadD block -0.5, CSN inh 3.9, SUMO1-SIM PPI 3.3, LMPTP block -1.1, STEP block 0.2, Rpn11 inh inactive, Scp1 inh 0.2, Tb MetRS inh -0.3, DNMT1 block 0.0 and PABP1 MLLE inh -1.2.
For Cc1c(NC(=O)CN2CCN(c3ccc(F)cc3)CC2)c(=O)n(-c2ccccc2)n1C the results were NadD block 2.5, CSN inh -0.8, SUMO1-SIM PPI 1.6, LMPTP block 1.1, STEP block 0.0, Rpn11 inh inactive, Scp1 inh -1.3, Tb MetRS inh -0.7, DNMT1 block -11.2 and PABP1 MLLE inh 1.6.
`COc1ccccc1CN1CC(C(=O)NCc2cc(C(C)C)no2)CCC1=O` (stereo not drawn) gave NadD block 0.7, CSN inh 0.3, SUMO1-SIM PPI 5.0, LMPTP block -1.0, STEP block -3.8, Rpn11 inh inactive, Scp1 inh 69.8*, Tb MetRS inh -0.5, DNMT1 block 0.8 and PABP1 MLLE inh 6.7.
CN(C)S(=O)(=O)c1cccc(NC(=O)C2CCN(S(=O)(=O)c3cccs3)CC2)c1 was read as NadD block -3.8, CSN inh 0.9, SUMO1-SIM PPI 1.0, LMPTP block -0.5, STEP block -1.6, Rpn11 inh inactive, Scp1 inh 0.5, Tb MetRS inh 0.4, DNMT1 block 0.7 and PABP1 MLLE inh -6.8.
`CN(C)CC(C)(C)CNC(=O)CC1C(=O)NCCN1Cc1ccc(-c2ccccc2)cc1` (stereo not drawn) gave NadD block 0.5, CSN inh -7.8, SUMO1-SIM PPI 0.4, LMPTP block 0.4, STEP block -4.0, Rpn11 inh inactive, Scp1 inh -6.0, Tb MetRS inh 0.0, DNMT1 block -4.1 and PABP1 MLLE inh 0.4.
`Cc1ccc(NS(=O)(=O)c2cc([N+](=O)[O-])ccc2NNC(=S)Nc2cccc(Cl)c2)c(C)c1` gave NadD block 45.7*, CSN inh 18.2, SUMO1-SIM PPI -22.2, LMPTP block 7.4, STEP block 3.1, Rpn11 inh active, Scp1 inh -6.7, Tb MetRS inh 1.4, DNMT1 block -1.3 and PABP1 MLLE inh -94.5.
Screening O=C1c2ccccc2C(c2nnnn2-c2ccc3c(c2)OCCO3)N1C1CC1 (stereo not drawn) returned NadD block -4.7, CSN inh -0.1, SUMO1-SIM PPI 4.7, LMPTP block -0.1 and Tb MetRS inh -2.0.
Screening Cc1ccc(OCc2cc(C(=O)N3CCC(C(O)C(C)C)CC3)no2)cc1C (stereo not drawn) returned NadD block 1.3, CSN inh -3.5, SUMO1-SIM PPI 7.8, LMPTP block -0.6, STEP block 1.8, Rpn11 inh inactive, Scp1 inh -8.0, Tb MetRS inh -0.2, DNMT1 block -3.4 and PABP1 MLLE inh 9.3.
For CCOc1ccc2nc(SCC(=O)N(C)C3CCS(=O)(=O)C3)[nH]c2c1 (stereo not drawn) the results were NadD block 6.7, CSN inh -1.3, SUMO1-SIM PPI 2.5, LMPTP block -1.3, STEP block 1.2, Rpn11 inh inactive, Scp1 inh -2.2, Tb MetRS inh -0.3, DNMT1 block -5.4 and PABP1 MLLE inh -85.1.
`O=C(NCc1ccco1)/C(=C\c1ccccc1)NC(=O)c1ccccc1` gave NadD block 1.5, CSN inh 4.2, SUMO1-SIM PPI 5.1, LMPTP block 0.0, STEP block 1.5, Rpn11 inh inactive, Scp1 inh -7.1, Tb MetRS inh 0.0, DNMT1 block 3.7 and PABP1 MLLE inh 17.9.
`COc1ccc2oc(=O)c(-c3nc4ccccc4o3)cc2c1` gave NadD block 0.7, CSN inh 0.3, SUMO1-SIM PPI -20.1, LMPTP block -0.5, STEP block 1.3, Rpn11 inh inactive, Scp1 inh 2.8, Tb MetRS inh -0.2, DNMT1 block -3.1 and PABP1 MLLE inh 9.4.
For COc1ccc(-n2nnc3c(SCc4ccccc4)ncnc32)cc1 the results were NadD block 4.2, CSN inh -2.8, SUMO1-SIM PPI -0.2, LMPTP block 2.3, STEP block 1.2, Rpn11 inh inactive, Scp1 inh -5.2, Tb MetRS inh -0.1, DNMT1 block -1.9 and PABP1 MLLE inh -11.7.
Screening Cc1no[n+]([O-])c1COc1ccc(/C=N/n2nnnc2N)cc1 returned NadD block -2.3, CSN inh -12.2, SUMO1-SIM PPI -11.6, LMPTP block -0.6, STEP block -1.3, Rpn11 inh inactive, Scp1 inh -7.3, Tb MetRS inh -0.1, DNMT1 block -6.8 and PABP1 MLLE inh 0.3.
`COc1ccc(NS(=O)(=O)c2cc(NC(=O)c3ccccc3)ccc2N2CCOCC2)cc1` gave NadD block 0.2, CSN inh -2.1, SUMO1-SIM PPI -1.0, LMPTP block 1.1, STEP block 3.0, Rpn11 inh inactive, Scp1 inh -4.6, Tb MetRS inh 0.2, DNMT1 block -10.1 and PABP1 MLLE inh -13.7.

Screening data from PubChem.
